Her2 expr inh: inhibitors of human Her2 kinase expression; P04626; SKBR-3 HER2 protein level, AlphaScreen, 18-24 h; stronger effect = lower value; HER2 level % of control, % at 10 µM; 65,000 compounds, 0.69% hits;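 active = HER2 level under 5% of the carrier-only control; inconclusive = no clear call, values can overlap the other calls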;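 also: 100% = DMSO carrier and 0% = 500 nM PU-H71 HSP90 inhibitor; lower value means stronger loss of Her2 protein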
FXIIa mix inh: factor XIIa (human) inhibition, mixture screen | P00748 | purified FXIIa, fluorogenic substrate, pooled mixtures | inhibition, % at 5 µM | 62,000 compounds, 0.2% hits | AID 684; in the data active = inhibition above about 20%, passing the limit was not always enough;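 also: 0% = enzyme without compound and 100% = no enzyme blank; some results filed as inactive read as strong as hits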
D1 mod: D1 dopamine receptor (human) allosteric modulation. P21728. 58,000 compounds, 5.9% hits. HEK293 D1, CRE-luciferase, dopamine EC30 potentiation; actives deviate in either direction. AID 641. B-score at 10 µM;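 active = luminescence count or its row- and column-corrected plate score outside the 99.7% band of the plate's sample wells, on either side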
MKP-1 inh: human dual specificity phosphatase 1 inhibition; P28562; recombinant MKP-1, OMFP hydrolysis fluorescence; inhibition, %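 (compounds tested at a single concentration somewhere between 10 and 100 µM)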; 65,000 compounds, 0.15% hits; AID 374;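 active = inhibition above about 50%, limit read from the data; inconclusive = inhibition over screen mean plus 3 SD, below that limit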;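 also: 0% = DMSO max control wells and 100% = wells with enzyme stopped by NaOH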
Hsp90 inh: displaces geldanamycin probe from tumor Hsp90. NCI-N417 lysate Hsp90, Cy3B-geldanamycin FP displacement. inhibition, % at 30 µM. 64,000 compounds, 0.35% hits. AID 429;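 active = inhibition above 50%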;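 also: 0% = tracer plus lysate wells and 100% = tracer alone without lysate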
SF1 activator: activators of human nuclear receptor SF-1; Q13285; activation, % at 10 µM; CHO-K1 Gal4-SF-1 LBD luciferase reporter; % increase over DMSO SF-1-specific signal; 65,000 compounds, 1.9% hits;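 active = activation above the mean activation of all tested compounds plus 3 SD, cut at about 50% in these data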
Target sequence (Q13285 whole entry, looked up, the tested form may be a part): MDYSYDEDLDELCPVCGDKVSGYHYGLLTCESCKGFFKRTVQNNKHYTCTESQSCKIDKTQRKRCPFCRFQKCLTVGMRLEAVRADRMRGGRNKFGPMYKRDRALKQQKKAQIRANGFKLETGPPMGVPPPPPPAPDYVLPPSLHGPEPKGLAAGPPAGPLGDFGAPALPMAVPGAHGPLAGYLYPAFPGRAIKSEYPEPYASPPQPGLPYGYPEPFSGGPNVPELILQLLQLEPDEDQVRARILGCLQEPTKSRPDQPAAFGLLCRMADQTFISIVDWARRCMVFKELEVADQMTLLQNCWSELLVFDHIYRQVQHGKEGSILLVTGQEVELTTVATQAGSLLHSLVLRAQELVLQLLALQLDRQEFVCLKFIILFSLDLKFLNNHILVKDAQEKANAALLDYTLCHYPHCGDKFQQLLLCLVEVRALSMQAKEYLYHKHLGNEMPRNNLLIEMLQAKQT
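material = CHO-K1 cells with Gal4–hSF-1 LBD chimera plus Gal4-driven luciferase | compound = 10 µM single point, 1% DMSO | incubation = 20 h compound exposure at 37 °C after 1 h cell settling | measured by = SteadyLite luciferase luminescence | evaluation = percent activation relative to DMSO median and mock-transfected background | control set = DMSO negative control and −SF1 background wells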
RORa activator: activates the human nuclear receptor RORA; P35398; CHO-K1 Gal4-RORA LBD luciferase reporter, luminescence; percent increase over mock-subtracted basal signal; activation, % at 10 µM; 65,000 compounds, 1.5% hits; AID 560;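 active = activation above the mean of all tested compounds plus 3 SD, cut at about 49% in these data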;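 also: 0% = DMSO-treated RORA cells and 100% = added signal equal to DMSO minus mock-transfected cells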
Target sequence (P35398 whole entry, looked up, the tested form may be a part): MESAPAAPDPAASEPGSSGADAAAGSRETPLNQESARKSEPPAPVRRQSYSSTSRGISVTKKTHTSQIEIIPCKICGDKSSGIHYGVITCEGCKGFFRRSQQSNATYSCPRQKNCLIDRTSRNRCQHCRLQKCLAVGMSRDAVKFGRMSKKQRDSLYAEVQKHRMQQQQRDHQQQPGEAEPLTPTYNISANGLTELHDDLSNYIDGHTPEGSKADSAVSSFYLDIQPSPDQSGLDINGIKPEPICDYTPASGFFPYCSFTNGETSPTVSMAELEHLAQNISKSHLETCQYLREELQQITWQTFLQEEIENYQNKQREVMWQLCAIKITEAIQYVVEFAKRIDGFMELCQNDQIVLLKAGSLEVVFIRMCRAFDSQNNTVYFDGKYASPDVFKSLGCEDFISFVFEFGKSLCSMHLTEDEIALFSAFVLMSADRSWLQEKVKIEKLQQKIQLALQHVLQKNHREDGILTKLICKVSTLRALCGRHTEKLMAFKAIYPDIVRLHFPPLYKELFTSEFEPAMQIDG
TNAP act DEA: activators of human TNAP at intermediate phosphate acceptor. P05186. purified TNAP, CDP-star luminescence, 100 mM DEA, 30 min; stronger effect = higher value; scale: 0 levamisole-inhibited, 1 vehicle-only enzyme. activation factor at 20 µM. 64,000 tested, under 10 active. AID 813;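 active = activation factor of at least 2 at 20 µM, relative to controls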
Cdc25B block: human M-phase inducer phosphatase 2 inhibition. 65,000 compounds, 0.1% hits. P30305. recombinant Cdc25B, OMFP fluorescence Ex485/Em525. AID 368. inhibition, %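 (compounds tested at 10 µM final in the well)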; in the data active = inhibition above about 50%
The depositor's hits bear a star; ? = inconclusive; nt = no result given.

SMILES	Her2 expr inh	FXIIa mix inh	D1 mod	MKP-1 inh	Hsp90 inh	SF1 activator	RORa activator	TNAP act DEA	Cdc25B block
O=C1CC(N2CCC(c3nc4ccccc4o3)CC2)C(=O)N1c1ccc(Cl)cc1 (configuration not stated)	108	4	-0.57	23	-15	8	-4	0.9	2
CCOC(=O)N1CCN(Cc2nc3c(c(=O)n(C)c(=O)n3C)n2Cc2ccc(F)cc2)CC1	79	1	0.73	2	-2	4	0	0.9	-12
CCOC(=O)/C=c1\s/c(=C\c2ccc3c(c2)OCCO3)c(=O)n1CC(=O)NCC1CCCO1 (configuration not stated)	106	10	0.12	31	-8	-1	0	0.9	-8
COc1ccc(CC(=O)c2ccccc2C(=O)O)cc1	117	-16	nt	3	6	11	4	0.9	-1
Cn1cc(Cl)c(C(=O)N2CCN(c3ncccn3)CC2)n1	94	9	-0.8	-7	-4	-10	-13	0.9	-6
CC1CCC(C(C)C)C(OC(=O)COC(=O)c2cccn2C)C1 (configuration not stated)	124	11	-0.0039	10	-4	18	-2	1	-23
Cc1nc(C2CC(=O)OC23CCCCC3)cs1 (configuration not stated)	96	6	0.18	-3	-3	4	0	0.9	-19
CCOC(=O)N1CCN(C(=O)COc2ccc(S(=O)(=O)NC(C)C)cc2)CC1	89	39	0.088	-4	-1	-6	-29	0.9	-25
CCOC(=O)CC(=O)CSc1nc(N)c(C#N)c(-c2ccc(Cl)cc2)c1C#N	69	1	nt	-28	0	-6	4	0.9	-15
COc1ccc(CCNC(=O)C2CC(=O)N(C3CCCC3)C2)cc1OC (configuration not stated)	86	7	0.00034	20	0	-5	6	0.9	-8
CC(=O)Nc1ccc(-n2c(C)nc(=O)c(-c3ccccc3)c2C)cc1	106	7	-0.9	-18	-1	-18	-10	1.1	-2
C=CCN1C(c2ccccc2)=CS/C1=C(\C#N)c1nnc2n1CCCCC2	92	-6	-0.56	-2	2	10	2	0.9	-1
CC(C)C(NC(=O)OCc1ccccc1)C(=O)OCC(=O)N1C(C)CCCC1C (configuration not stated)	110	1	0	1	-3	-3	-9	1	-1
Cn1c(=O)cc(SCC(=O)N2CCCC2)c2cc(Cl)ccc21	113	-14	nt	-5	-1	-25	-11	1	-16
Cc1ccccc1NC(=O)c1cc(N)ccc1N1CCCCC1	116	5	0.2	11	0	9	-8	0.9	-2
COc1c(Cl)ccc(Cl)c1C(=O)OCC(=O)O	94	12	0.51	8	0	5	15	0.9	-4
CCCCC(CC)C(=O)NCc1ccccc1OC (configuration not stated)	109	-5	0.63	-10	-1	-2	1	0.9	2
Cc1ccc(C2(C)NC(=O)N(Cc3c(C)noc3C)C2=O)cc1 (configuration not stated)	111	12	-0.32	9	-2	-3	-19	1	-16
O=C1N=C(N2CCOCC2)SC1=C1CCCCC1	112	3	0.55	8	0	18	15	0.9	-6
O=C(CCn1c(=O)sc2ccccc21)NCc1ccc2c(c1)OCO2	128	3	0.22	1	2	-6	-3	0.9	-11
CCOC(=O)c1oc2ccc(Br)cc2c1NC(=O)CN1CCN(C)CC1	106	4	5.7*	1	-3	-17	-11	0.9	-8
Cc1ccc(OCC(=O)N2CCN(C(=O)Cc3ccccc3)CC2)cc1	123	1	-1.2	0	0	8	14	1	9
O=C(NCCCN1CCOCC1)c1ccc(CS(=O)(=O)Cc2ccc(Cl)cc2)o1	117	-1	-0.79	3	-1	-18	1	1	-4
CC1=CCC2C(=O)N(c3cccc(C(=O)N(C)C4CCCCC4)c3)C(=O)C2C1 (configuration not stated)	106	6	0.5	0	-2	2	2	0.9	-5
C/C(=C\c1cc(C(=O)O)c(C)o1)CO	174	-11	-0.012	-6	-2	-6	-10	0.9	-33

Part of the list above, reformatted.
SMILES | Her2 expr inh | FXIIa mix inh | D1 mod | MKP-1 inh | Hsp90 inh | SF1 activator | RORa activator | TNAP act DEA | Cdc25B block
COc1ccc(CC(=O)c2ccccc2C(=O)O)cc1 | 117 | -16 | nt | 3 | 6 | 11 | 4 | 0.9 | -1
Cn1cc(Cl)c(C(=O)N2CCN(c3ncccn3)CC2)n1 | 94 | 9 | -0.8 | -7 | -4 | -10 | -13 | 0.9 | -6

Other entries follow.
SMILES	Her2 expr inh	FXIIa mix inh	D1 mod	MKP-1 inh	Hsp90 inh	SF1 activator	RORa activator	TNAP act DEA	Cdc25B block
CC1=C(C(N)=O)C(c2cccnc2)n2nc(-c3cccc(Cl)c3)nc2N1 (configuration not stated)	90	3	0.021	15	0	3	-7	0.9	3
CC(C)CC(OC(=O)c1cccs1)C(=O)NCC1CCCO1 (configuration not stated)	97	3	0.58	-6	3	-10	8	0.9	-7
N#Cc1c(N)sc(=S)c2c1CCCCC2	180	nt	nt	-11	-4	7	5	0.9	-35
O=C(CSc1nccn1-c1cccc(Cl)c1)Nc1ccc2c(c1)OCCO2	104	5	0.057	6	-3	-4	25	1	-5
CN(C)C(=O)Cn1cnc2c(cnn2-c2ccccc2Cl)c1=O	75	7	-0.029	-4	-6	-1	-2	1	0
O=C1CC(c2ccccc2)CC(O)=C1C=NCCN1CCN(C(=O)Nc2ccccc2)CC1 (configuration not stated)	95	5	-0.11	10	1	6	-16	1	-7
Cc1noc(C)c1C(=O)N1CCN(CCc2ccccc2)CC1	108	-19	0.14	9	-14	-6	-11	0.9	-7
Cc1nn(Cc2c(Cl)cccc2Cl)c(C)c1NC(=O)c1cc(C(C)C)on1	29	-16	0.32	?	-1	19	16	0.9	-13
COC(=O)c1cccc(NC(=O)c2cccc(OC)c2)c1	88	5	-0.1	-11	-5	46	17	1	6
O=C(Nc1ccccc1F)NC1CCN(Cc2nnnn2Cc2ccc(F)cc2)CC1	94	11	-0.026	6	-5	-8	13	1	-14
COc1ccc(OC)c(S(=O)(=O)N(C)CC(=O)Nc2ccc3c(c2)OCCO3)c1	101	-11	-0.17	-4	-5	0	-12	1	-16
O=C(NCCc1ccccc1)C1CCN(C(=O)c2sccc2-n2cccc2)CC1	81	7	-0.65	7	0	-9	20	1	-11
O=C(CSc1nc2c(cnn2-c2ccc(F)cc2)c(=O)[nH]1)N1CCOCC1	134	3	0.74	-3	nt	1	-16	1	2
Cn1nc(CC(=O)Nc2ccc(N3CCN(C(=O)OC(C)(C)C)CC3)cc2)c2ccccc2c1=O	80	7	-0.24	32	-2	-63	-86	0.9	-5
O=C(NC1CCCCC1)c1nc2c(nnn2Cc2ccccc2Cl)c(=O)[nH]1	66	2	1.9	19	-2	-10	7	0.9	1
COc1ccccc1-c1coc2c(CN3CCN(CCO)CC3)c(O)ccc2c1=O	92	1	-0.7	12	-3	4	-17	1	1
Cn1c(=O)n(C)c2cc(C(=O)O)ccc21	106	7	-0.11	2	1	12	13	0.9	-6
Cn1c2c(c(=O)n(C)c1=O)C(c1ccc(Br)cc1)Nc1ccccc1O2 (configuration not stated)	80	4	1.2	16	3	-15	12	0.9	0
COc1cc(NC(=O)c2cc(OC)c(OC)c(OC)c2)c(OC)cc1NC(=O)CN1CCCCC1	88	8	-3.3*	-2	5	13	-11	0.9	-1
O=C(CSc1nnc2scc(-c3ccccc3)n12)Nc1nsc(-c2ccc(Cl)cc2)n1	90	nt	0.14	15	0	3	6	nt	1
COc1cccc(N(C(=O)CNC(=O)c2ccco2)C(C(=O)NC2CCCCC2)c2ccncc2)c1 (configuration not stated)	101	3	nt	-1	-7	0	-1	0.9	4
Cc1coc(C)c1C(=O)CC1(O)C(=O)Nc2cc(Cl)cc(Cl)c21 (configuration not stated)	80	6	-0.73	-3	-16	-17	0	0.8	9
CCC1CCCCN1S(=O)(=O)c1ccc(C(=O)Nc2nnc(-c3cccs3)o2)cc1 (configuration not stated)	90	2	-2	14	-2	-37	-1	0.9	13
CCOc1ccc(OCc2cccc(C(=O)N3CCOCC3)c2)cc1	91	-2	-6.7*	3	-2	-62	-77	0.9	-11
COC(=O)C1=C(C)N(c2ccc(S(N)(=O)=O)cc2)C(=O)C1	121	4	-0.2	nt	nt	9	2	0.8	nt
(further entries)
SMILES	Her2 expr inh	FXIIa mix inh	D1 mod	MKP-1 inh	Hsp90 inh	SF1 activator	RORa activator	TNAP act DEA	Cdc25B block
Cc1c(N=c2c(=O)c3ccccc3c2=O)c(=O)n(-c2ccccc2)n1C	69	-1	-1.6	88*	80*	39	37	0.9	98*
CCOC(=O)c1[nH]c(C)c(C(=O)NCC2CCCO2)c1C (configuration not stated)	77	10	-0.059	-7	3	-3	-9	0.8	13
CCC(CC)n1[nH]c(=O)c2c(C)cc(C)nc21	81	4	2.2	-3	0	2	-7	0.9	-14
O=C1c2cccc3cccc(c23)C(=O)N1c1nncs1	-29*	-16	0.35	-11	-4	-20	-6	0.9	-4
CCCn1c(=O)c2ccccc2n2c(SCCOc3ccc(C)cc3)nnc12	66	14	nt	3	-4	-3	-20	0.9	-16
COc1ccc(-c2cc(C(=O)Nc3cc(C)n(Cc4ccc(Cl)cc4)n3)no2)cc1OC	67	1	-0.28	28	1	0	18	1	0
COc1ccc(C(=O)N2CCC(C(=O)Nc3ccccc3OC)CC2)cc1	84	2	-0.34	12	0	-16	-6	0.9	14
O=C(NCCc1ccc(Cl)cc1)C1CCN(S(=O)(=O)N2CCC3(CC2)OCCO3)CC1	102	-13	0.054	2	0	17	14	1	-6
CCOC(=O)c1oc2cc(OCC(N)=O)ccc2c(=O)c1-c1ccc(OC)c(OC)c1	140	4	nt	4	-7	0	-1	0.9	-4
COc1ccccc1CCNS(=O)(=O)c1c(C)n(C)c(=O)n(C)c1=O	nt	8	0.093	-5	-1	0	10	0.9	-7
CC(=O)Nc1nonc1NC(=O)CSc1nc2ccccc2o1	83	3	0.36	2	2	-2	-9	0.9	22

Given field by field: four of the compounds above
> O=C1CC(c2ccccc2)CC(O)=C1C=NCCN1CCN(C(=O)Nc2ccccc2)CC1 (configuration not stated)
  Her2 expr inh: 95
  FXIIa mix inh: 5
  D1 mod: -0.11
  MKP-1 inh: 10
  Hsp90 inh: 1
  SF1 activator: 6
  RORa activator: -16
  TNAP act DEA: 1
  Cdc25B block: -7
> Cc1noc(C)c1C(=O)N1CCN(CCc2ccccc2)CC1
  Her2 expr inh: 108
  FXIIa mix inh: -19
  D1 mod: 0.14
  MKP-1 inh: 9
  Hsp90 inh: -14
  SF1 activator: -6
  RORa activator: -11
  TNAP act DEA: 0.9
  Cdc25B block: -7
> Cc1nn(Cc2c(Cl)cccc2Cl)c(C)c1NC(=O)c1cc(C(C)C)on1
  Her2 expr inh: 29
  FXIIa mix inh: -16
  D1 mod: 0.32
  MKP-1 inh: ?
  Hsp90 inh: -1
  SF1 activator: 19
  RORa activator: 16
  TNAP act DEA: 0.9
  Cdc25B block: -13
> COC(=O)c1cccc(NC(=O)c2cccc(OC)c2)c1
  Her2 expr inh: 88
  FXIIa mix inh: 5
  D1 mod: -0.1
  MKP-1 inh: -11
  Hsp90 inh: -5
  SF1 activator: 46
  RORa activator: 17
  TNAP act DEA: 1
  Cdc25B block: 6
